hIAP activ – human IAP activation; P09923; 330,000 tested, 0.16% active; activation factor at 10 µM; purified human IAP, CDP-Star luminescence, 30 min; active compounds read high; 1 = vehicle-only enzyme, 0 = enzyme-free background; AID 2524;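 active means activation factor of the enzyme at least 2-fold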; further: the source names both 10 and 20 µM as test concentration; values of inactives mirror those of a sister screen read the other way
Target sequence (P09923 whole entry, looked up): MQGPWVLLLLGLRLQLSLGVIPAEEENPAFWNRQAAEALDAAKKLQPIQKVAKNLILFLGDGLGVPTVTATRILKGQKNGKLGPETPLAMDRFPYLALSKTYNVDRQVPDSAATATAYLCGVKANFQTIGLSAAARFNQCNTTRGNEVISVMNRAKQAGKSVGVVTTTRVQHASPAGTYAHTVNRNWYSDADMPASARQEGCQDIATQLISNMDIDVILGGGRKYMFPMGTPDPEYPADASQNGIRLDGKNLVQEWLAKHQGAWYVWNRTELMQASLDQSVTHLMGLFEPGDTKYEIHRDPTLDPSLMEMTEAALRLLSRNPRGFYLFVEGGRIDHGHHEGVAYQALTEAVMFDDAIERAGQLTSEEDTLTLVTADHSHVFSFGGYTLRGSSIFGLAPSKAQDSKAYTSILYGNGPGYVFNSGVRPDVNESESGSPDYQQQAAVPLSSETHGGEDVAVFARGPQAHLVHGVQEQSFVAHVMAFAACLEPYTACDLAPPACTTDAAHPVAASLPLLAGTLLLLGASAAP
NLRP3 yeast inh – inhibitors of NALP3 inflammasome in yeast; Yeast reconstituted NLRP3/ASC/caspase-1, beta-gal luminescence, 24 h; inhibition, % at 10 µM; 330,000 tested, 0.39% active;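 active means inhibition of 50% or more; inactive means inhibition below 50%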;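 further: plate controls were induced DMSO wells for no effect and uninduced yeast grown without galactose for full effect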
mIAP block – blocks mouse intestinal alkaline phosphatase; AID 2806; purified mouse IAP, CDP-Star luminescence, 30 min; inhibition, % at 10 µM; 330,000 tested, 0.2% active;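 active means inhibition of at least 40% at 10 µM in the primary screen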;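 further: plate controls were DMSO with enzyme for no effect and no enzyme wells for full effect; values of inactives mirror those of a sister screen read the other way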
ATG4B inh – ATG4B (human) cysteine protease inhibition; Q9Y4P1; inhibition, % at 8.33 µM; 340,000 tested, 0.51% active; AID 504462; ATG4B cleavage of LC3-PLA2, NBD-HPC fluorescence, 1 h; in the data active means inhibition above about 40%
Target sequence (Q9Y4P1 whole entry, looked up): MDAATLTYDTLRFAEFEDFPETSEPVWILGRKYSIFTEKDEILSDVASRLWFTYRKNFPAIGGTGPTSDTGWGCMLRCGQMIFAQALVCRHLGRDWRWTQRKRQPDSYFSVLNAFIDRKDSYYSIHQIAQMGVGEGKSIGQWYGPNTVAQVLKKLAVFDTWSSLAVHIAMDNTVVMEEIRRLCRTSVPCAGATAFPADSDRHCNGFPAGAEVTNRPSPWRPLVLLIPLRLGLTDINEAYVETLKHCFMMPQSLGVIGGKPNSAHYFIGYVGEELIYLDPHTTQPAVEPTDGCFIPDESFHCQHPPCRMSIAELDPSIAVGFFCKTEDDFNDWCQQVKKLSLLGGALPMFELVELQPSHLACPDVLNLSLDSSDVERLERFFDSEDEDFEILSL
tim10-1 inh – tim10-1 yeast growth inhibition | AID 463190 | 330,000 tested, 2.2% active | inhibition, % at 20 µM | S. cerevisiae tim10-1 ts strain growth, BacTiter-Glo, 24 h;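 active means inhibition of at least 40%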;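 further: mutant grown at 25 °C; 0% = DMSO wells with yeast and 100% = wells holding no yeast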
Apaf1 inhib – inhibitors of human Apaf-1 apoptosome | O14727 | reconstituted apoptosome caspase-3 activity, DEVD-Rh110 fluorescence | inhibition, % at 20 µM | 330,000 tested, 0.71% active | AID 489030; active means inhibition of at least 40% at 20 µM;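 further: plate controls were DMSO wells for no effect and DEVD-CHO caspase inhibitor wells for full effect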
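Material: reconstituted apoptosome with Apaf-1, cytochrome c, caspase-9, procaspase-3, dATP / Buffer or medium: pH 7.5 Hepes buffer with CHAPS, BSA, DTT / Also added: cytochrome c with DEVD-Rh110 / Schedule: compound with Apaf-1, dATP, procaspase-3 30 min, then 50 min reaction, room temperature / Technique: rhodamine 110 fluorescence at Ex 480/Em 540 nm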
hIAP inh – blocks human intestinal alkaline phosphatase | purified IAP, CDP-Star luminescence, 30 min | inhibition, % at 10 µM | 330,000 tested, 0.12% active | AID 2544;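 active means inhibition reaching a set limit with compound at 10 µM in the primary screen, cut at about 35% in these data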;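 further: plate controls were DMSO wells with enzyme for no effect and no-enzyme buffer wells for full effect; values of inactives mirror those of a sister screen read the other way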
mIAP act – mouse IAP activation | activation factor at 10 µM | muIAP, CDP-Star luminescence, 30 min; active compounds read high; 1 = vehicle-only enzyme signal, 0 = enzyme-free wells | 330,000 tested, 0.24% active;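 active means activation factor of at least 2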; further: the source names both 10 and 20 µM as test concentration; values of inactives mirror those of a sister screen read the other way
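Assay system: mouse IAP enzyme / Compound: DMSO-dissolved test compounds / Timing: 30 min, room temperature / Measured by: luminescence from enzymatic CDP-Star hydrolysis / Control set: DMSO-only wells, enzyme-free buffer wells as negative control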
TIM10 inh – growth inhibitors of TIM10 yeast strain. 330,000 tested, 1.4% active. inhibition, % at 10 µM. S. cerevisiae TIM10 strain growth, BacTiter-Glo luminescence, 24 h;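 active means inhibition of 40% or more at the single tested concentration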;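 further: wild-type TIM10 isogenic control strain grown at permissive 25 °C; 0% = DMSO yeast wells and 100% = minimal medium wells without yeast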
An asterisk follows results filed as active; . = not tested or not shown.

SMILES	hIAP activ	NLRP3 yeast inh	mIAP block	ATG4B inh	tim10-1 inh	Apaf1 inhib	hIAP inh	mIAP act	TIM10 inh
Cc1ccc(NC(=O)NN(C)c2c(Cl)c(Cl)nn2C)cc1	0.99	22	-1	-13	18	3	1	1	-5
COc1cc(-c2nnc(SCC(=O)Nc3ccc4c(c3)OCCO4)o2)cc(OC)c1OC	0.94	19	6	-9	17	0	6	0.94	11
COC(=O)CNC(c1ccccc1Cl)c1cc(Br)ccc1NS(=O)(=O)c1ccc(C)cc1 (centres undefined)	1.4	11	6	10	7	12	-38	0.94	1
CCn1c(=NC(=O)CN2C(=O)CCC2=O)sc2c(OC)ccc(OC)c21	0.92	12	-5	-4	17	5	8	1.1	6
COc1ccc(CCN2CC(C(=O)NCCN3CCNC3=O)CCC2=O)cc1 (centres undefined)	1	5	2	-11	19	1	-4	0.98	-4
CC(C)C(=O)NNS(=O)(=O)c1ccccc1[N+](=O)[O-]	1.1	3	3	32	11	6	-7	0.97	-15
COc1ccc(S(=O)(=O)N2CCOCC2)cc1NC(=O)c1ccc(Cl)cc1	1.1	-4	4	-5	7	12	-10	0.96	1
O=S(=O)(c1cccc2cccnc12)N1CCN(Cc2ccc3c(c2)OCO3)CC1	1	-15	-11	10	12	7	-3	1.1	5
O=C(NCc1ccccc1CN1CCCCC1)c1ccccc1N1CCCC1=O	1	13	2	8	2	2	-2	0.98	1
Cc1cc(Br)ccc1N=C1C(=O)Nc2ccccc21	0.81	6	2	-3	21	13	19	0.98	21
C[S+](CC[C@H](N)C(=O)O)C[C@H]1O[C@@H](n2cnc3c(N)ncnc32)[C@H](O)[C@@H]1O (some centres undefined)	0.88	-4	-3	0	4	12	12	1	5
CCCCC(=O)Nc1cccc(NC(=O)C(C)C)c1	0.95	7	-11	-5	21	3	5	1.1	-8
CC1CCC2(CC1)SCC(=O)N2c1ccc(F)cc1 (centres undefined)	0.92	12	4	7	8	-4	8	0.96	0
Cc1noc(C)c1C(=O)N1CCc2ccccc21	1	2	5	-12	15	-12	-2	0.95	6
COc1ccc(NC(=O)Nc2cccnc2)c(OC)c1	0.98	-3	-2	8	-8	-1	2	1	-4
CCn1c(=O)n(CC(=O)Nc2cccc(OC)c2)c(=O)c2ccccc21	1	13	-14	-3	-4	-2	-2	1.1	0
C/C(=N\NC(=O)COc1ccc(C)cc1C(C)C)c1cc2ccccc2o1	1.1	24	8	-4	29	13	-6	0.92	19
Cc1ccc(C)c(S(=O)(=O)Nc2ccc(O)c(C(=O)O)c2)c1	0.93	17	3	3	1	-5	7	0.97	6
Cc1ccc(C(CNS(=O)(=O)c2ccc(F)cc2)N2CCN(C)CC2)cc1 (centres undefined)	0.95	12	4	-4	-13	1	5	0.96	1
CN1CCN(CC(=O)Nc2nc(-c3c[nH]c4ccccc34)cs2)CC1	1.1	4	1	3	18	4	-10	0.99	10
Cc1cc2ccccn2c1C(=O)c1ccc(F)cc1	0.84	48	10	7	-9	9	16	0.9	-7
CC(C)Oc1ccc(CCNC(=O)C2CCC(=O)N(C3CCCCCC3)C2)cc1 (centres undefined)	0.88	8	-2	24	18	4	12	1	-5
O=C(NCCN1CCOCC1)N1c2ccccc2Sc2ccccc21	1.1	2	2	-12	-10	11	-6	0.98	-10
CCc1cc(/C(Cc2ccccn2)=N\O)c(O)cc1O	1.1	2	-3	-3	7	-6	-6	1	10
Cc1cccc(Oc2sc(C(=O)c3ccccc3)c(N)c2C#N)c1C	1.1	21	4	-3	26	24	-10	0.96	-5
O=C(CN1C(=O)NC(Cc2c[nH]c3ccccc23)C1=O)NC1CCCCC1 (centres undefined)	1	17	3	-9	-20	-4	-4	0.97	8
O=C(NCC1(N2CCCCC2)CCCCC1)c1ccc(NS(=O)(=O)c2ccc(F)cc2)cc1	0.96	2	4	-2	9	8	4	0.96	-15
COc1ccccc1Cc1nnc(NC(=O)C2CCN(C(=O)c3ccco3)CC2)s1	0.84	19	3	2	11	15	16	0.97	-9
COC(=O)C1Cc2c([nH]c3ccccc23)C(C)N1 (centres undefined)	0.85	6	10	-2	7	3	15	0.9	13
CCCn1c(=N)n(CC(O)COc2ccc(C)cc2)c2ccccc21 (centres undefined)	1.2	2	0	-1	11	7	-15	1	9
Cc1ccc(N(C(=O)CCC(=O)Nc2cc(C)on2)C(C(=O)NC2CCCC2)c2cccs2)cc1 (centres undefined)	0.93	17	-9	-6	27	14	7	1.1	11
O=C(c1ccco1)N1N=C(c2ccc(Br)cc2)CC1c1ccco1 (centres undefined)	0.98	16	10	5	7	31	2	0.9	9
COc1ccc(-c2n[nH]c(=S)n2CC(C)C)cc1	0.92	11	0	15	26	11	8	1	-1
Fc1ccc(C2=Nc3cccc4cccc(c34)N2)cc1	0.94	23	11	20	34	9	6	0.89	44*
O=C(NCCCc1ccccc1)c1cccc(S(=O)(=O)N2CCOCC2)c1	0.92	3	1	-8	14	-9	8	0.99	0
S=C(NC12CC3CC(CC(C3)C1)C2)N1CCOCC1	1.1	22	-8	-1	7	-9	-5	1.1	5
CCOc1ccc(NC(=O)N2CCCC2C(=O)NCC2CCCO2)cc1 (centres undefined)	0.9	3	-6	-4	-2	2	10	1.1	-10
NC(=O)CSc1oc(-c2cccs2)nc1S(=O)(=O)c1ccccc1	1.1	11	15	-3	14	8	-6	0.85	10
Oc1ccccc1-c1nc(N2CCN(Cc3ccccc3)CC2)c2ccccc2n1	0.94	11	6	-12	36	12	6	0.94	38
CC(=O)c1cc(-c2ccccc2)n(CCC(=O)NC2CCCCC2)c1C	0.87	5	10	-6	20	1	13	0.9	0

Pulled one by one from the entries so far:
SMILES	hIAP activ	NLRP3 yeast inh	mIAP block	ATG4B inh	tim10-1 inh	Apaf1 inhib	hIAP inh	mIAP act	TIM10 inh
S=C(NC12CC3CC(CC(C3)C1)C2)N1CCOCC1	1.1	22	-8	-1	7	-9	-5	1.1	5
Cc1ccc(N(C(=O)CCC(=O)Nc2cc(C)on2)C(C(=O)NC2CCCC2)c2cccs2)cc1 (centres undefined)	0.93	17	-9	-6	27	14	7	1.1	11

Remaining list, next part:
SMILES	hIAP activ	NLRP3 yeast inh	mIAP block	ATG4B inh	tim10-1 inh	Apaf1 inhib	hIAP inh	mIAP act	TIM10 inh
COc1ccc(C2(C(=O)NCCc3ccccc3)CCCC2)cc1	1	14	-5	0	-6	-3	-4	1.1	-14
Cc1ccc2nc(NCc3ccc(F)cc3)c3nncn3c2c1	1	-9	7	-4	18	-8	-2	0.93	11
Cc1ccc(CN(N=Nc2nonc2N)c2nonc2N)c(C)c1	1.1	-3	1	-12	27	16	-5	0.99	37
O=C(Nc1cc(C(=O)N2CCN(c3ccccc3O)CC2)ccc1Cl)c1cccs1	0.83	4	5	-3	-22	10	17	0.95	-9
CCOc1ccc(CCNS(=O)(=O)c2cnc[nH]2)cc1OCC	1	1	-5	-8	11	14	-4	1	-1
Cc1ccccc1C(=O)N1CCC(C(=O)OCc2ccccn2)CC1	1.2	-5	-6	-13	-5	10	-19	1.1	-6
COc1cccc(N2CCN(c3ccc4nnc(CCC(=O)Nc5ccc(F)cc5F)n4n3)CC2)c1	1.3	5	-6	-9	-6	15	-32	1.1	9
CN(C)CCCNC(NC(=O)/C=C/c1ccccc1)C(Cl)(Cl)Cl (centres undefined)	0.83	-13	-3	-6	-10	4	17	1	-13
COc1ccc(N2CCN(S(=O)(=O)CCNC(=O)c3cccs3)CC2)cc1	0.9	5	0	-2	6	0	10	1	16
Oc1ccccc1-c1cc(-c2ccccc2Cl)[nH]n1	1.5	6	5	56*	73*	-1	-46	0.95	64*
O=C(Nc1nnc(C2CC2)s1)c1cncc(Br)c1	1	12	6	-7	-4	-10	-3	0.94	-1
C=C(C)C1CC=C(C)/C(=N/NC(=O)c2ccc(NC(=O)CCC)cc2)C1 (centres undefined)	0.93	17	-1	7	13	-1	7	1	-7
O=C(CSc1nc2[nH]ncc2c(=O)[nH]1)NCCc1ccccc1	0.96	18	11	-8	4	-10	4	0.89	2
CN(C(=O)COC(=O)c1ccc(Br)c([N+](=O)[O-])c1)c1c(N)n(Cc2ccccc2)c(=O)[nH]c1=O	1.1	7	-7	3	3	10	-10	1.1	6
CN(c1ccccc1)S(=O)(=O)c1cccc(NC(=O)CSc2n[nH]c(N)n2)c1	1.4	-7	6	-2	-4	-3	-43	0.94	1
CCN(c1ccccc1)S(=O)(=O)c1ccc(C(=O)Nc2nnc(-c3ccco3)o2)cc1	1.2	19	10	0	9	18	-18	0.9	19
O=S(=O)(Nc1ccc2c(c1)OCO2)c1cccs1	1.1	14	2	-2	5	8	-7	0.98	3
COc1ccc(-c2n[nH]c3c2C(c2ccc(OC)c(OC)c2)N(c2ccccc2)C3=O)cc1 (centres undefined)	0.78	3	3	-8	23	29	22	0.97	17
S=C(NCCc1ccccc1)Nc1ccc(N2CCCCC2)cc1	0.97	21	-6	1	5	18	3	1.1	12
COc1ccc(CCNC(=O)CNC(=O)Cn2cnc3sc(C)c(C)c3c2=O)cc1OC	1.1	7	0	-16	12	2	-12	1	16
Cc1cccc(NC(=O)C[n+]2ccc(N(C)C)cc2)c1	0.94	17	-2	3	-1	3	6	1	-4
COc1ccccc1N=NC1=C(O)CC(C)(C)CC1=O	1.1	-1	9	2	30	-4	-15	0.91	7
O=C(NCC1CCN(C(=O)c2ccc([N+](=O)[O-])cc2)CC1)C(=O)Nc1ccccc1	1.1	14	1	-2	16	1	-10	0.99	7
COCCOC(=O)C1=C(C)NC2=C(C(=O)CCC2)C1c1ccc2c(c1)OCO2 (centres undefined)	0.97	20	-5	-14	-2	-12	3	1.1	8
O=C(Nc1ccc(F)cc1)N1CCCN(c2ccc(C(F)(F)F)cn2)CC1	1	10	-22	6	21	-3	-4	1.2	-7
CCCn1c(SCC(=O)Nc2cc(S(=O)(=O)N3CCOCC3)ccc2OC)n[nH]c1=O	0.97	7	-8	0	14	-5	3	1.1	-14
CC(OC(=O)c1ccc(Cl)nc1)C(=O)NC1(C#N)CCCCC1 (centres undefined)	1.1	23	6	22	8	11	-7	0.94	-8
CCOC(=O)C1=C(C)N(CCCC(=O)O)C(=O)NC1c1cc2ccccc2c2ccccc12 (centres undefined)	0.95	0	5	.	-9	-1	5	0.95	2
CC(C)CCN1CCN(Cc2ccc(C#CC(C)(C)O)s2)CC1CCO (centres undefined)	1.1	-3	-18	-3	10	5	-6	1.2	-26
Cc1ccc(C)c(S(=O)(=O)N2CCN(C(=O)C3CC3C)CC2)c1 (centres undefined)	1	15	1	-1	1	7	0	0.99	-5
O=C(Cn1nnc2ccccc21)N1CCCCC1	0.94	5	2	-2	6	-8	6	0.98	4

Marked active in ATG4B inh (from the list above):
compound | hIAP activ | NLRP3 yeast inh | mIAP block | ATG4B inh | hIAP inh | mIAP act
Oc1ccccc1-c1cc(-c2ccccc2Cl)[nH]n1 | 1.5 | 6 | 5 | 56* | -46 | 0.95

Some of the entries so far, as comma-separated lines:
smiles,hIAP activ,NLRP3 yeast inh,mIAP block,ATG4B inh,tim10-1 inh,Apaf1 inhib,hIAP inh,mIAP act,TIM10 inh
C[S+](CC[C@H](N)C(=O)O)C[C@H]1O[C@@H](n2cnc3c(N)ncnc32)[C@H](O)[C@@H]1O (some centres undefined),0.88,-4,-3,0,4,12,12,1,5
CCCCC(=O)Nc1cccc(NC(=O)C(C)C)c1,0.95,7,-11,-5,21,3,5,1.1,-8

Screening data deposited in PubChem by Sanford-Burnham Center for Chemical Genomics.
